BRCA1 expr up – activators of BRCA1 expression | 380,000 compounds, 1.1% hits | AID 624202 | MCF7-BRCA1-FFLuc reporter, luminescence, 48 h; response scale: scaled: vehicle 0%, 10 µM genistein 100% | Potency, µM (titrated, usually from 46.1 µM), for inactives: at the highest dose activation, usual class: activators; further: nearly all actives have a fitted effect of over 80% in size; some results filed as inactive show a strong effect at the top dose
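Using MCF7 cells harboring a BRCA1 firefly luciferase reporter, plated 2 h before compound pinning, the screen measured luminescence after 48 h incubation. Responses were normalized to DMSO and 10 microM genistein, then fitted for concentration-effect.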
p53 reactivation – re-activators of mutant p53; H1299 p53-A138V BP100-luciferase reporter, luminescence, 24 h; Potency, µM (titrated, usually from 92.2 µM), without a hit: at the highest dose activity change, positive = activation, usual class: activators; 320,000 compounds, 0.063% hits; further: % of control where 0% means no effect; nearly all actives have a fitted effect of over 45% in size
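p53-null H1299 cells stably carrying temperature-sensitive p53-A138V and a BP100-luciferase reporter were pinned with compounds (4-point, 1:5 series) and held 24 hrs at 37 deg C. Luminescence was read 10 min after detection reagent.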
ELG1 genotox – inducers of genotoxicity in HEK293T ELG1-luciferase cells. HEK293T ELG1-luciferase reporter, luminescence, 16 h. Potency, µM (top dose mostly 46 µM), for the others: at the top dose activity change, positive = activation, usual class: activators. 330,000 compounds, 1.3% hits. AID 504466; further: % of control where 0% means no effect; nearly all actives have a fitted effect of over 60% in size
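DMSO vehicle served as control against compound-treated ELG1-luciferase HEK293T cells; exposure lasted 16 hr at 37 °C and 5% CO2, followed by ONE-Glo luminescence detection after 30 min.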
FLuc counter – inhibits or activates purified firefly luciferase, miR-21 counter-screen; P08659; purified FLuc, Km substrates, luminescence inhibition; Potency, µM (top dose mostly 57.5 µM), inactives show at the top dose activity change, negative = inhibition, actives largely listed as inhibitors; 360,000 compounds, 6.9% hits; AID 588342;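 further: plate controls were vehicle for no effect and reference inhibitor for full effect; nearly all actives have a fitted effect of over 55% in size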
Target sequence (P08659 whole entry, looked up): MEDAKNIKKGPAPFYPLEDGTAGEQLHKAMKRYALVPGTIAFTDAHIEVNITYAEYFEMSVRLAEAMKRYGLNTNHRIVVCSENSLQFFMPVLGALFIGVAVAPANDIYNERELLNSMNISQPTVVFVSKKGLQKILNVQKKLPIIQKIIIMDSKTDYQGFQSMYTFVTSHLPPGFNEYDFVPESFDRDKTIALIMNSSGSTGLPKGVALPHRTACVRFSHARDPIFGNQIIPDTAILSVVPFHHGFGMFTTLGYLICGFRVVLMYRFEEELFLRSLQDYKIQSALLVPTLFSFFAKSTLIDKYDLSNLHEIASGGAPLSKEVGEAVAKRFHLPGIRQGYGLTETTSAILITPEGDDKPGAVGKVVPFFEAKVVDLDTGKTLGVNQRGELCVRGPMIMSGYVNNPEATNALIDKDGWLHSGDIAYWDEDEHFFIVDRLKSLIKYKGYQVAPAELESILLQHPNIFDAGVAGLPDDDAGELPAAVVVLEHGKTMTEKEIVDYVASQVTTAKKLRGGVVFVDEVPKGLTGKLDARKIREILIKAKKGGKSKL
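Biochemical qHTS of compounds, final roughly 60 µM downward over six points, against 10 nM purified firefly luciferase using Km concentrations of substrates (10 uM D-luciferin, 10 uM ATP) in Tris acetate pH 7.5 buffer; luminescence output.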
Gal4-VP16 FLuc – Gal4-VP16 reporter inhibition counter-screen; 310,000 compounds, 3.5% hits; Drosophila S2 Gal4-VP16 UAS-luciferase, luminescence, 20 h; Potency, µM (titrated, usually from 53.6 µM), without a hit: at the highest dose activity, negative = inhibition, actives largely listed as inhibitors;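 further: Gal4-VP16 expression switched on by copper sulfate through the metallothionein promoter; on the % scale 0 is the no-effect control and ±100 the full control effect; nearly all actives have a fitted effect of over 50% in size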
Rab9 prom act – activators of Rab9 promoter. Huh7 Rab9 promoter-luciferase reporter, luminescence, 24 h. Potency, µM (series often up to 9.22 µM), for inactives: at the top dose activation, negative = inhibition, most hits filed as activators. 320,000 compounds, 2.8% hits; further: % of control where 0% means no effect; nearly all actives have a fitted effect of over 60% in size
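Quantitative HTS format; Huh7 Rab9-luciferase reporter cells (1500/well) receive compound 2 h post-plating, incubate 24 h at 37 °C, then get luciferase reagent for 10 min before luminescence reading.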
uPA surface inh – blocks generation of uPA at the cell surface | cell surface uPA generation assay, qHTS | Potency, µM (doses to about 38.3 µM), without a hit: at the highest dose activity change, negative = inhibition, hits mostly inhibitors | 330,000 compounds, 0.31% hits; active means well fitted inhibition curve with a large enough effect; inconclusive means small, poorly fitted or top-dose-only effect; inactive means no such curve, though single readings can be large or run the other way; tested in mouse RAW 264.7 cells; further: on the % scale 0 is the no-effect control and ±100 the full control effect; nearly all actives have a fitted effect of over 55% in size
NPC1 promoter act – activators of NPC1 promoter; Huh7 NPC1 promoter luciferase reporter, 24 h; 320,000 compounds, 2.4% hits; AID 485313; Potency, µM (titrated, usually from 9.22 µM), for the others: top-dose activation, hits mostly activators;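 further: % of control where 0% means no effect; nearly all actives have a fitted effect of over 60% in size; reporter is driven by a mutant NPC1 promoter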
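In 1536-well qHTS, Huh7 cells harboring an NPC1 promoter–luciferase construct received compound for 24 h; activation was quantified by luminescence following luciferase reagent addition.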
MBNL1-CUG inh – inhibitors of human MBNL1 binding to CUG repeat RNA; 280,000 compounds, 0.036% hits; TR-FRET MBNL1-His/biotin-(CUG)12 binding, 665/545 ratio; Potency, µM (series often up to 57.5 µM), inactives show at the highest dose activity change, negative = inhibition, actives largely listed as inhibitors; active means well fitted inhibition curve with a large enough effect in the signal ratio, with a control signal flat, not every such curve was filed as active; inconclusive means small, poorly fitted or top-dose-only effect, or effect the other way, or a change in a side signal; inactive means no such curve, though single readings can be large or run the other way; the % refers to the signal ratio; further: on the % scale 0 is the no-effect control and ±100 the full control effect
Target sequence (Q9NR56 whole entry, looked up): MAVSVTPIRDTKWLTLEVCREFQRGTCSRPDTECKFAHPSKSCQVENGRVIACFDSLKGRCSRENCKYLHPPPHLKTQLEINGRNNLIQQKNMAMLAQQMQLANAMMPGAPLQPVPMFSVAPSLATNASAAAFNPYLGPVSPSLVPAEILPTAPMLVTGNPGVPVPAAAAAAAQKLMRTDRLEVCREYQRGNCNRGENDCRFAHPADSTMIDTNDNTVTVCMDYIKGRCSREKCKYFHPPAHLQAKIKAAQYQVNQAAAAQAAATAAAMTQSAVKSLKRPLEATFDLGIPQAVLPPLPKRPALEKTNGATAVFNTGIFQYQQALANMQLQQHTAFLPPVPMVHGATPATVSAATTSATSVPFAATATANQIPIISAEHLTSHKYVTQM
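Compounds (final 92 nM to 58 uM) are added to His-tagged MBNL1 and biotin-(CUG)12, then terbium anti-His antibody and streptavidin-XL665 (5 nM final). After 60 min at room temperature, the 665/545 nm ratio is read.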
RORg inh – inhibitors of mouse ROR gamma transcriptional activity. P51450. Drosophila S2 Gal4-RORgamma UAS-luciferase reporter, 20 h. Potency, µM (titrated, usually from 53.6 µM), for inactives: at the highest dose activity change, negative = inhibition, actives largely listed as inhibitors. 310,000 compounds, 5.4% hits. AID 2551; further: on the % scale 0 is the no-effect control and ±100 the full control effect; nearly all actives have a fitted effect of over 60% in size
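Drosophila S2 cells stably expressing Gal4-DBD/mouse RORγ fusion under metallothionein promoter plus UAS-luciferase; compound 1 h, then 700 uM CuSO4 induction for 20 h at ambient temperature; inhibition read as reduced luminescence.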
An asterisk follows results filed as active; ? = inconclusive; . = not tested or not shown; [ ] = another dose, or the depositor's remark. Unless noted, the call rests on the fitted dose curve; in most records, active means well fitted curve in the direction sought with a large enough effect; inconclusive means small, poorly fitted or top-dose-only effect, or another doubt; inactive means no such curve, though single readings can be large; an effect the other way counts as inactive or inconclusive. Potency means the concentration at half of the fitted maximal effect.

SMILES | BRCA1 expr up | p53 reactivation | ELG1 genotox | FLuc counter | Gal4-VP16 FLuc | Rab9 prom act | uPA surface inh | NPC1 promoter act | MBNL1-CUG inh | RORg inh
Cc1ccc(NC(=O)CSc2nnc(Cc3ccccc3)o2)c(C)c1 | 0% | 10% | 8% | 3% | -7% | -10% | 0% | -6% | -7% | 4%
Cc1ccc(C(=O)NCc2ccncc2)cc1S(=O)(=O)N1CCCCC1 | -2% | -15% | -7% | 4% | -1% | -7% | 3% | -3% | 1% | 22%
O=C(Nc1ccc2c(c1)OCO2)N1CCN(C(=O)C2CCCO2)CC1 (stereo unspecified) | 2% | 8% | 3% | -12% | 5% | -2% | -5% | -1% | -6% | -13%
CCOC(=O)/C=C/[C@H]1CCc2cccc(C)c2O1 | 3% | -3% | -2% | 1% | . | -4% | 2% | -5% | . | .
CCCNS(=O)(=O)c1ccc(N2CCCC2=O)c([N+](=O)[O-])c1 | -1% | -3% | 1% | -1% | -8% | 1% | 0% | -3% | 22% | 18%
COc1ccccc1NS(=O)(=O)c1ccc(C)c(NC(=O)c2c(C)noc2C)c1 | 3% | 0% | 1% | -2% | . | -4% | -14% | -5% | . | .
CC1CCc2nc3ccc(S(=O)(=O)N4CCC(C(=O)NC(C)c5ccccc5)CC4)cc3c(C(=O)O)c2C1 (stereo unspecified) | 5% | 8% | -1% | 2% | 5% | -3% | -1% | -5% | 7% | 12%
NC(=O)c1c(NC(=S)Nc2ccc(F)cc2)sc2c1CCCC2 | 0% | 4% | 3% | -16% | -87% | 1% | -1% | 5% | 187%[activator] | 10µM*
COc1ccc(NC(=O)C(NC(=O)c2ccccc2)C(C)C)cc1 (stereo unspecified) | 0% | -1% | 13% | 6% | 3% | 0% | . | 6% | -1% | -23%
CCOC(CNC(=O)c1ccc2c(c1)ncn2-c1cccc(F)c1)OCC | 46% | -3% | -4% | 6% | 0% | 3% | 2% | -7% | -4% | -2%
NS(=O)(=O)c1ccc(CCNC(=O)COC(=O)Cc2c(F)cccc2Cl)cc1 | 0% | 0% | 1% | -1% | 0% | 0% | 0% | -6% | -2% | 19%
CCOC(CCn1c(SCC(=O)NC2CCCC2)nc2ccccc2c1=O)OCC | -24% | 17% | 7% | -1% | -2% | -3% | 2% | 2% | -5% | 1%

3 compounds already listed, arranged by their value in p53 reactivation, low to high.
Molecule	p53 reactivation	Rab9 prom act	uPA surface inh	NPC1 promoter act	MBNL1-CUG inh	RORg inh
CCOC(=O)/C=C/[C@H]1CCc2cccc(C)c2O1	-3%	-4%	2%	-5%	.	.
COc1ccc(NC(=O)C(NC(=O)c2ccccc2)C(C)C)cc1 (stereo unspecified)	-1%	0%	.	6%	-1%	-23%
CC1CCc2nc3ccc(S(=O)(=O)N4CCC(C(=O)NC(C)c5ccccc5)CC4)cc3c(C(=O)O)c2C1 (stereo unspecified)	8%	-3%	-1%	-5%	7%	12%

(continued)
SMILES | BRCA1 expr up | p53 reactivation | ELG1 genotox | FLuc counter | Gal4-VP16 FLuc | Rab9 prom act | uPA surface inh | NPC1 promoter act | MBNL1-CUG inh | RORg inh
CCOc1ccc(C2C(C(=O)c3ccco3)=C(O)C(=O)N2CCN2CCOCC2)cc1OCC (stereo unspecified) | 0% | 14% | 2% | -2% | 2% | 3% | -11% | -5% | 4% | 7%
O=C(Nc1nnc(COc2ccc(F)cc2)s1)Nc1ccccc1F | -10% | -1% | 13% | -1% | -5% | 2% | 1% | 1% | -4% | 14%
CN(C)N1C(=O)CC(N2CCCCC2)C1=O (stereo unspecified) | -3% | -1% | 2% | 1% | -15% | -3% | 1% | -9% | -9% | ?
CCCc1c(C)c2c(C)[nH]nc2oc1=O | 43% | 23% | 1% | 3% | 1% | 2% | -8% | -3% | 0% | 12%
CCCNS(=O)(=O)c1ccc(CCC(=O)N2CCC(C)CC2)cc1 | -6% | -1% | -6% | 0% | -3% | -1% | 2% | -3% | -16% | 35%
Cc1cccc(-n2c(=O)[nH]c3c(C(N)=O)nc(-c4ccccc4Cl)nc32)c1 | -36% | 7% | 3% | -1% | ? | -8% | -21% | 4% | 2% | ?
COc1ccc(-c2noc(N3CCC(C(=O)Nc4ccc(F)cc4F)CC3)n2)cc1 | 18% | 10% | 0% | 3% | -20% | 22% | -1% | 0% | 0% | -12%
CC(=O)N1CCN(CC(=O)NC(=O)Nc2ccc3c(c2)OCCO3)CC1 | -12% | 2% | 4% | 1% | . | -2% | 0% | -6% | . | .
O=C(COC(=O)c1cccnc1)Nc1cccc(Cl)c1 | -1% | -16% | -1% | -1% | 0% | -6% | 4% | -10% | -4% | 2%
CCN(C(=O)COC(=O)c1cc2ccccc2cc1O)C1CCS(=O)(=O)C1 (stereo unspecified) | 76% | -4% | 2% | -5% | -3% | -1% | 3% | -4% | 12% | -1%
Cc1cc(C)cc(NC(=O)CCN2CC(C)OC(C)C2)c1 (stereo unspecified) | 16% | -1% | 8% | 3% | 9% | 5% | 8% | 0% | 13% | -11%
CC(=O)OC1CC2(C)/C(=N\O)CCC2C2CCc3cc(O)ccc3C12 (stereo unspecified) | -23% | 0% | 1% | -1% | 13% | -5%[1.84 µM] | -8% | 2% | -8% | -8%
CCOc1ccc(N(CC(=O)Nc2ccc(F)c(F)c2)S(=O)(=O)c2c(C)noc2C)cc1 | -13% | 0% | 0% | -2% | -4% | 1% | -11% | 0% | -7% | 34%
COC(=O)/C(=C\c1ccc2c(c1)c1ccccc1n2C)NC(=O)c1ccccc1 | -37% | -4% | -7% | -3% | 3% | -5% | -7% | -1% | . | 33%
O=Cc1ccccc1-n1cccn1 | -10% | 2% | 0% | 0% | -9% | -1% | 0% | 1% | . | 1%
Cc1nc2ccc(S(=O)(=O)NCC(=O)NCCN3CCCCC3C)cc2s1 (stereo unspecified) | -1% | -1% | 6% | 6% | 3% | -2% | 0% | -5% | -10% | -17%
O=C1CCc2cc(NS(=O)(=O)c3ccc(Cl)cc3)cc3c2N1CC3 | -16% | 2% | ? | -5% | . | 1% | 2% | 4% | . | .
O=C(NC1CCCc2ccccc21)c1cccc(S(=O)(=O)N2CCN(c3ccccc3)CC2)c1 (stereo unspecified) | -28% | -6% | -4% | 1% | 6% | -4% | -1% | -1% | 1% | -19%
Cn1cc(CCC(=O)NC2CC2)c2ccccc21 | -13% | -1% | -1% | -1% | 18% | -5% | 0% | 6% | 0% | -22%
O=C(Cc1ccccc1F)N1CCN(S(=O)(=O)c2ccc(Cl)cc2)CC1 | -13% | -2% | -1% | 0% | . | 3% | -5% | 1% | . | .
COc1cc(CC(=O)OCC(=O)Nc2ccc(N3CCOCC3)cc2)cc(OC)c1OC | 0% | 5% | -4% | -5% | 4% | 12% | -3% | -1% | -5% | -13%
Cc1ccccc1NC(C)C(=O)N/N=C/c1c[nH]c2ccccc12 (stereo unspecified) | -32% | -4% | -10% | 2% | -3% | 2% | -1% | -1% | 4% | -5%
Nc1nc(COc2ccccc2)cs1 | ? | ? | ? | ? | 7% | 24% | . | 16% | 5% | ?
CC(OC(=O)c1cc(O)c2ccccc2c1O)C(=O)Nc1ccc(C(N)=O)cc1 (stereo unspecified) | 7% | 2% | 10% | 8.5µM* | . | 21% | -14% | 10% | . | .
O=C(Nc1cccc(C(F)(F)F)c1)c1cccnc1NCCO | -25% | . | 2% | -1% | 20% | 0% | 2% | 1% | -3% | 7%
CC(NC(=O)Nc1ccc([N+](=O)[O-])cc1)C(c1ccccc1)N1CCOCC1 (stereo unspecified) | -16% | -1% | -2% | 0% | -3% | -6% | -3% | -4% | ? | 38%
CC(=O)Nc1ccc(NC(=O)COC(=O)c2ccccc2SCC(=O)N2CCCC2)cc1 | -2% | -5% | -1% | -5% | . | 1% | -2% | -6% | . | .
CSc1ccccc1C(=O)N(C)Cc1ccccc1 | -15% | -7% | -6% | 4% | 24% | -1% | -2% | -6% | -3% | 0%
N#Cc1ccccc1Cn1cc(/C=C/[N+](=O)[O-])c2ccccc21 | -87% | -31%[inhibitor] | -7% | -18% | 20µM* | -9% | -16% | 1% | 3% | ?
CN(Cc1ccccc1)C1CCN(Cc2ccccc2[N+](=O)[O-])CC1 | -34% | . | -4% | 9% | 0% | -6% | -3% | -4% | -1% | 1%[1.91 µM]
Cc1cc(C)c(NC(=S)N(CCc2ccncc2)C(C)C)c(C)c1 | -3% | 0% | 0% | -2% | -9% | -2% | 7% | 3% | 5% | 0%
CCCCNC(=S)N/N=C/c1cccc(OCC)c1O | 23% | 1% | -1% | 1% | 13µM* | -1% | -2% | -1% | -6% | 4.5µM*
CN(CC(=O)Nc1cccnc1)S(=O)(=O)c1cc(Cl)ccc1Cl | 7% | -6% | -5% | -2% | -3% | -3% | -3% | -4% | 11% | 32%
Cc1ccc2nc(NC(=O)CSc3nncc(=O)n3N)sc2c1 | 38% | ? | 16% | ? | 25% | 24% | -2% | 30% | . | -1%[10 µM]
O=Cc1cn(-c2ccccc2)nc1-c1ccccn1 | 0% | 6% | 3% | ? | 11% | -9% | -3% | -7% | -10% | ?
O=C(CSc1ccc2nnc(-c3cccnc3)n2n1)NCC1CCCO1 (stereo unspecified) | 1% | -3% | 1% | 6% | 0% | -2% | -5% | 0% | -2% | ?
O=c1c(Cl)c(NS(=O)(=O)c2ccccc2)cnn1-c1ccccc1 | 5% | 7% | 0% | ? | -9% | -2% | 0% | 1% | 32%[activator] | -1%

Screens from PubChem.
